# Vif imaging: blocks HIV Vif function | HEK293T cells, Vif self-association by quenched fluorescence, imaging, 24 h | inhibition, % at 7.49 µM | actives 0.35% (n = 340,000); in the data active means inhibition above about 50%, passing the limit was not always enough; inconclusive means no clear call, values can overlap the other calls; inactive means below about 31%; further: some results filed as inactive read as strong as hits
# NCOA2 inhibitor: human SRC2 (NCOA2) inhibition; inhibition, % at 9 µM; Q15596; actives 0.17% (n = 370,000); AID 651957; HEK293 GAL4-SRC2 luciferase reporter, luminescence;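 active means inhibition above the mean inhibition of all tested compounds plus 3 SD, set per campaign, cut at about 52% in these data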;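 further: 0% = DMSO treated cells and 100% = cells given Gossypol at 36 µM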
# Target sequence (Q15596 whole entry, looked up, the tested form may be a part): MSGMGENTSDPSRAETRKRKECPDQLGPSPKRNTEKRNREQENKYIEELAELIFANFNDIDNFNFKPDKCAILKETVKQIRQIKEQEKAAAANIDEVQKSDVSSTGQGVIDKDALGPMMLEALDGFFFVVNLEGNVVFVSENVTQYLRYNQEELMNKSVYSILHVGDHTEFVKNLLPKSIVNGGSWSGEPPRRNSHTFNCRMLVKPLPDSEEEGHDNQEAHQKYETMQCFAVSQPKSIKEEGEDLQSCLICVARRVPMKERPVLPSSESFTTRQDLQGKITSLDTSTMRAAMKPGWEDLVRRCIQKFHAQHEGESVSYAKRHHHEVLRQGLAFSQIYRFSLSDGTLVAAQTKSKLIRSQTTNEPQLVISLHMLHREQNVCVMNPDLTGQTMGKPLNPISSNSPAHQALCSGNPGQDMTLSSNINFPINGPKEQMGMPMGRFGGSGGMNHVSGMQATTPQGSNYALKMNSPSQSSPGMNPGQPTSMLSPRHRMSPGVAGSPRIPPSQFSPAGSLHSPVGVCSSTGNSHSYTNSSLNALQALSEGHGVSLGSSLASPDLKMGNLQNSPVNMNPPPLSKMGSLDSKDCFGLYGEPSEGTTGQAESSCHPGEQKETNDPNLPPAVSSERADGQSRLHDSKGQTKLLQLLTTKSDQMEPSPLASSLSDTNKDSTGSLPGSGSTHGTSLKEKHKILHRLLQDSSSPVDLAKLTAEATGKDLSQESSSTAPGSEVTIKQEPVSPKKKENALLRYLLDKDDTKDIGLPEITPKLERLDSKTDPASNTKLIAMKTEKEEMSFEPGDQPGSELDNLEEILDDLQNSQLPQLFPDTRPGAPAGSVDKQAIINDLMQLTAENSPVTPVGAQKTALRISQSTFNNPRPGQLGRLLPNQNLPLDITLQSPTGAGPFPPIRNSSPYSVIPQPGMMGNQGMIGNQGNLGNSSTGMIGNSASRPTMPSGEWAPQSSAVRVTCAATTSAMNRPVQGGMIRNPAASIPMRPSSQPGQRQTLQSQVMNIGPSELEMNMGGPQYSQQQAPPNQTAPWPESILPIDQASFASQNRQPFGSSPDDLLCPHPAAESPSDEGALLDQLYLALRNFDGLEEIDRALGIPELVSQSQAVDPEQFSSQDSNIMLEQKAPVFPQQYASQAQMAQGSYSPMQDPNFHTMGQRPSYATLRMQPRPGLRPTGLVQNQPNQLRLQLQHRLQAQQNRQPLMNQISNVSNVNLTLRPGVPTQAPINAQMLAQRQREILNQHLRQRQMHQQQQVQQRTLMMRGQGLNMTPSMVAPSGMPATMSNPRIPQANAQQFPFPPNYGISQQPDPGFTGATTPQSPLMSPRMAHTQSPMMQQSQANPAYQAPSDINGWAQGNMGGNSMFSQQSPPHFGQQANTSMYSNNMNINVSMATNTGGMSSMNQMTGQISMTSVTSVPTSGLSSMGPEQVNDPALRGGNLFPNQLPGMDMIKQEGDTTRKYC
# LMP1 NFkB inh: Epstein-Barr LMP1 NF-kappaB reporter inhibition. LMP1-induced NF-kappaB luciferase reporter cells, luminescence. actives 0.69% (n = 350,000). inhibition, % at 12.5 µM; in the data active means inhibition above about 41%; inconclusive means no clear call, values can overlap the other calls;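 further: 0% = neutral control wells and 100% = reference inhibitor control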
# LRH-1 inv ag: NR5A2 inverse agonism in reporter assay; AID 602396; HEK293T StAR-luciferase reporter, LRH-1 transfected, 24 h; actives 0.13% (n = 360,000); inhibition, % at 3.6 µM; O00482;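 active means inhibition above the mean inhibition of all tested compounds plus 3 SD, cut at about 73% in these data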;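 further: 0% = DMSO wells and 100% = reporter-only cells lacking LRH-1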
# SRC3 inh: inhibits human SRC3 coactivator | Q9Y6Q9 | HEK293 GAL4-SRC3 luciferase reporter, luminescence | inhibition, % at 3.6 µM | actives 0.17% (n = 360,000);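 active means inhibition above a per-campaign cutoff, the mean of all compounds plus 3 SD, cut at about 60% in these data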;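 further: 0% = DMSO-treated cells and 100% = gossypol-treated cells at 36 µM; higher means less SRC3-driven luciferase light from the GAL4 reporter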
# C8 TRAIL sens: sensitizes caspase-8 expressing cells to TRAIL. AID 624354. actives 1% (n = 360,000). inhibition (viability loss, TRAIL sensitization), % at 10 µM. NB7+C8 cells + TRAIL, ATPlite viability luminescence;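 active means compounds causing at least 50% loss of cell viability in the single-dose screen, relative to plate controls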
# TROY signal inh: blocks TROY-dependent signaling in reporter cells; Q293 LMP1-TROYcd NF-kB luciferase reporter, 4 h; inhibition, % at 10 µM; actives 0.98% (n = 360,000); AID 1347056;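 active means compounds whose plate-normalised and pattern-corrected inhibition of the luciferase reporter signal at the single screening dose is 50% or more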
# TLR9-MyD88 inh: TLR9-MyD88 interaction inhibition; CHO BLA complementation TLR9-MyD88, CCF4 FRET ratio; inhibition, % at 4.98 µM; actives 0.21% (n = 340,000); AID 504734;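 active means inhibition above the mean over all tested compounds plus 3 SD, cut at about 21% in these data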;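 further: 0% = DMSO only wells and 100% = clavulanate BLA inhibitor control wells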
# NOD2 RIPK2 PPI: NOD2-RIPK2 protein interaction inhibition; actives 0.38% (n = 360,000); AID 624267; CHO BLA complementation NOD2-RIPK2, CCF4 ratio; inhibition, % at 4.98 µM; in the data active means inhibition above about 21%;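 further: 0% = vehicle only and 100% = reference blocker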
# COUP-TFII inh: inhibitors of human COUP-TFII (NR2F2). P24468. HEK293T NGFI-A luciferase reporter, luminescence. inhibition, % at 8.6 µM. actives 0.7% (n = 370,000). AID 686940;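 active means inhibition above a per-plate cutoff, mean inhibition of test wells between control levels plus 3 SD, cut at about 38% in these data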;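 further: cells cotransfected with COUP-TFII expression vector driving the NGFI-A reporter; 0% = median of COUP-TF2 test wells and 100% = reporter-only cells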
# SRC1 inh: inhibits human SRC1 coactivator. inhibition, % at 3.6 µM. HEK293 GAL4-SRC1 luciferase reporter, luminescence. Q15788. actives 0.12% (n = 360,000);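 active means inhibition above the campaign mean plus 3 SD, with each screening campaign given its own cutoff, cut at about 60% in these data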;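 further: 0% = DMSO treated cells and 100% = gossypol at 36 µM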
# * = called active by the depositor; i = inactive; u = inconclusive; x = not tested or not shown; & = joins results of further samples. Some of the compounds tested (hit frequency here may not be typical).
item	compound	SRC3 inh	TROY signal inh	LRH-1 inv ag	TLR9-MyD88 inh	LMP1 NFkB inh	SRC1 inh
1	COc1cc(CN2CCN(CC3CC3)CC2CCO)cc(OC)c1 (centres undefined)	7	-5	9	4	-2	-2
2	Cc1ccc2c(cnn2C(=O)CCC(=O)NCc2cccc(Br)c2)c1	6	10	-4	-1	-13	5
3	Cc1ccccc1NS(=O)(=O)c1cc(C(=O)N2CCCC2)ccc1Cl	13	-9	19	-3	-1	9
4	OCCC1CN(Cc2cnc(N3CCCC3)s2)CCN1C1CCCC1 (centres undefined)	3	-10	-17	-3	-6	-14
5	O=C(Nc1cccc(-c2cn3cccnc3n2)c1)c1cccs1	3	-7	-1	-7	3	-3
6	S=C(NCCc1ccccc1)Nc1cccc2cnccc12	28	36	45	-9	24	19
7	CCCC(c1nnnn1CCOC)N1CCN(Cc2ccccc2)CC1 (centres undefined)	7	-11	-1	5	1	7
8	COc1ccc(OC)c(NC(=O)CSc2nnc(Cc3cccn3C)n2CCc2ccccc2)c1	0	3	-11	-3	1	4
9	CNc1nc(NC)c2cn[nH]c2n1	-2	10	0	-4	-11	3
10	CC(=O)Oc1ccc2occ(-c3ccccc3)c2c1	-20	24	-14	4	-1	-32
11	CCOC(=O)C1CCN(S(=O)(=O)c2ccc(OC)c(C(=O)N3CCCCCC3)c2)CC1	-11	11	14	-12	2	-10
12	O=C(O)/C=C/C(=O)NCCCc1ccccc1	10	-2	13	-6	1	-8

item	COUP-TFII inh	Vif imaging	C8 TRAIL sens	NCOA2 inhibitor	NOD2 RIPK2 PPI
1	-8	9	8	7	5
2	6	8	-28	-23	4
3	20	5	13	-11	-21
4	0	-3	-1	-33	-3
5	-17	0	27	3	-1
6	67*	-20	10	18	3
7	17	9	10	0	-13
8	-9	6	1	0	2
9	-10	32	9	22	-5
10	5	1	-1	14	-2
11	12	-4	3	-38	-12
12	0	2	-3	-8	-4

# The last 6 entries of the part above are carried over, then new ones follow.
item	compound	SRC3 inh	TROY signal inh	LRH-1 inv ag	TLR9-MyD88 inh	LMP1 NFkB inh	SRC1 inh
7	CCCC(c1nnnn1CCOC)N1CCN(Cc2ccccc2)CC1 (centres undefined)	7	-11	-1	5	1	7
8	COc1ccc(OC)c(NC(=O)CSc2nnc(Cc3cccn3C)n2CCc2ccccc2)c1	0	3	-11	-3	1	4
9	CNc1nc(NC)c2cn[nH]c2n1	-2	10	0	-4	-11	3
10	CC(=O)Oc1ccc2occ(-c3ccccc3)c2c1	-20	24	-14	4	-1	-32
11	CCOC(=O)C1CCN(S(=O)(=O)c2ccc(OC)c(C(=O)N3CCCCCC3)c2)CC1	-11	11	14	-12	2	-10
12	O=C(O)/C=C/C(=O)NCCCc1ccccc1	10	-2	13	-6	1	-8
13	O=C(COC(=O)/C=C/c1cccc(C(F)(F)F)c1)NC(c1ccccc1)c1ccccc1	4	-13	9	-11	-5	5
14	COCCNC(=O)c1cc(S(=O)(=O)N2CCCCC2)ccc1N1CCOCC1	17	-14	-5	-3	-7	-19
15	Cc1ccc(C)c(-n2c(SCC(=O)N3CCC(C(=O)O)CC3)nnc2-c2cccc(Cl)c2)c1	14	-9	5	0	-1	-11
16	CCOC(=O)C1CCCN(C(=S)Nc2ccc(F)cc2)C1 (centres undefined)	18	-46	-6	-12	-5	0
17	Cc1cc(C)c(S(=O)(=O)/N=C2\C=CC(=O)C(Cl)=C2)c(C)c1	7	21	-27	-1	-3	3
18	COC(=O)c1ccc(C)c(NC(=O)CN2C(=O)c3ccccc3S2(=O)=O)c1	3	0	4	-2	2	-10
19	O=C(CN1c2ccccc2S(=O)(=O)c2ccccc21)NCc1ccc(F)cc1	-1	-3	-7	0	1	-13
20	Cc1ccc(C(=O)CN(CCCC(N)=O)S(=O)(=O)c2ccc([N+](=O)[O-])cc2)cc1	3	-9	26	-1	3	4
21	CC(O)CNc1ccc([N+](=O)[O-])cc1S(=O)(=O)N1CCOCC1 (centres undefined)	-29	4	2	-13	1	-6
22	CC(=O)Nc1cccc(NC(=O)c2ccc(C)c([N+](=O)[O-])c2)c1	2	-35	-19	1	6	-12
23	CC(C)C[C@H]1CNC(=S)N1C[C@H]1CCCN1C[C@H](Cc1ccccc1)N1C[C@H](Cc2ccc(O)cc2)N(CC2CCCCC2)C1=S	1	-18	-31	x	x	-20
24	COC(C/C=C/[C@@H](O)[C@H](C)OCc1ccccc1)OC	9	3	-20	0	5	4

item	COUP-TFII inh	Vif imaging	C8 TRAIL sens	NCOA2 inhibitor	NOD2 RIPK2 PPI
7	17	9	10	0	-13
8	-9	6	1	0	2
9	-10	32	9	22	-5
10	5	1	-1	14	-2
11	12	-4	3	-38	-12
12	0	2	-3	-8	-4
13	12	-3	-5	-21	-11
14	9	15	14	-40	12
15	3	16	0	11	2
16	4	-1	-3	6	0
17	x	0	-11	x	15
18	1	4	-8	0	-2
19	2	7	-16	23	7
20	5	x	3	-1	3
21	1	-1	-2	22	-4
22	8	u	-1	-36	3
23	-1	25	68*	8	6
24	9	2	-9	-18	-10

# (listing goes on)
item	compound	SRC3 inh	TROY signal inh	LRH-1 inv ag	TLR9-MyD88 inh	LMP1 NFkB inh	SRC1 inh
25	Cc1ccc(S(=O)(=O)N2N=C3CCCCC3C2(O)C(F)(F)F)cc1 (centres undefined)	1	3	1	-2	3	-9
26	O=C1CC(c2ccccc2)c2c(O)cc(O)cc2O1 (centres undefined)	21	24	8	0	7	-1
27	CC1(C)C(=O)N(c2ccccc2Cl)C(=O)c2ccccc21	-4	-1	-3	-6	2	-7
28	N/C(Cc1ccc([N+](=O)[O-])cc1)=N\OC(=O)COc1ccccc1Cl	4	-26	-7	0	-6	9
29	CCCCCCSc1ccc(-c2nc3ccc(Cl)cn3c2NCCCC)cc1OC	-9	-74&-51	-11&3	10	8	-6
30	O=S(=O)(NCC1CCCO1)c1cnc(Cl)c(Br)c1 (centres undefined)	9	-7	-13	5	-18	9
31	COc1cc(C(=O)N2CCN(CCCc3ccccc3)CC2)cc(OC)c1OC	11	-17	26	-7	12	-60
32	Clc1nc2ccccc2cc1-c1nnn(-c2ccccc2)n1	-85	-26	-33	-12	-39	-43
33	COc1ccc(C(=O)COC(=O)CN2C(=O)NC3(CC(C)CC(C)(C)C3)C2=O)c(OC)c1 (centres undefined)	7	9	-6	-3	1	-11
34	CC(Oc1ccccc1)C(=O)Nc1nnc(C2CCCCC2)s1 (centres undefined)	-28	-92	-34	-6	-25	-31
35	O=C1C[C@@H]2c3c(cccc3CN1Cc1ccccc1Br)C[C@@H](O)[C@H]2O	6	7	17	4	-6	-12
36	CCCc1nn2c(=O)cc(CSCC(=O)Nc3ccc(C)cc3)nc2s1	-8	-7	-22	-16	-4	14

item	COUP-TFII inh	Vif imaging	C8 TRAIL sens	NCOA2 inhibitor	NOD2 RIPK2 PPI
25	19	-5	-2	-1	3
26	-5	13	5	15	2
27	-8	-2	-6	-14	3
28	-27	-6	1	-1	9
29	0&11	6	0&8	-17&11	-1&5
30	-2	3	13	-18	3
31	17	12	-19	8	-5
32	-18	-4	19	-20	-1
33	2	-4	13	25	-5
34	-9	-4	6	-32	-12
35	13	12	-3	-3	-5
36	2	18	-15	-15	7

# Additional results:
item	compound	SRC3 inh	TROY signal inh	LRH-1 inv ag	TLR9-MyD88 inh	LMP1 NFkB inh	SRC1 inh
37	NCC(c1ccccc1)(c1ccccc1)c1ccccc1	4	2	-1	-14	5	5
38	COc1ccc(CCN2C(=O)CN=C2Nc2ccc(F)cc2)cc1OC	3	4	16	4	1	-9
39	O=C(Nc1cccc(F)c1)Nc1ccc2c(c1)C(=O)OC2	-5	-12	-12	3	-6	2
40	COc1ccc(N(CC(=O)Nc2cc(OC)ccc2OC)S(=O)(=O)c2c(C)noc2C)cc1	-11	-12	-8	-5	-1	-10
41	Cc1cc(C)nc(-n2nc(C)c(C3(O)C(=O)Nc4ccc(F)cc43)c2N)n1 (centres undefined)	-10	-1	-1	-9	-4	3
42	CN(C)c1ccc(NC(=O)CN2C3CCCC2CC(NC(=O)c2ccccc2)C3)cc1 (centres undefined)	9	10	3	3	2	10
43	CCc1cc2c(SCc3ccc(C(=O)OC)o3)ncnc2s1	14	19	-2	1	-13	13
44	O=C(NNC(=O)c1cc(OCC(F)(F)F)ccc1OCC(F)(F)F)c1cccc(C(F)(F)F)c1	-27	-4	-51	-11	-5	-9
45	COc1ccc(Br)cc1C1SCCN1S(C)(=O)=O (centres undefined)	7	8	-11	5	0	2
46	Cc1cccc(NCC(=O)N/N=C/c2ccc(Br)cc2)c1	15	-12	12	-1	-12	-7
47	CCOC(=O)CSCC(=O)Nc1c(C(=O)C2CC2)oc2ccccc12	-11	3	6	-4	2	5
48	O=C(CSC1=NC(=O)C(c2ccccc2)C(=O)N1)Nc1cccc(Cl)c1 (centres undefined)	25	-9	13	1	-1	17

item	COUP-TFII inh	Vif imaging	C8 TRAIL sens	NCOA2 inhibitor	NOD2 RIPK2 PPI
37	1	-1	-11	3	-2
38	-3	-1	-1	-31	-8
39	6	-2	4	-7	-13
40	23	-5	4	3	-13
41	4	-13	6	-19	-5
42	2	-4	-8	-6	-4
43	7	10	8	5	-5
44	17	-6	52*	11	4
45	11	4	-8	-29	0
46	7	-6	-3	-13	-4
47	-1	-8	-10	-24	-3
48	-6	-1	-3	-15	15

# Carrying on.
item	compound	SRC3 inh	TROY signal inh	LRH-1 inv ag	TLR9-MyD88 inh	LMP1 NFkB inh	SRC1 inh
49	O=C1C(C2=C(O)c3ccccc3C2=O)=Nc2ccccc21	-16	48	-16	0	28	-18
50	CCCc1c(C(=O)N/N=C(\C)c2ccc(CC(C)C)cc2)nnn1-c1nonc1N	-2	-15	-14	3	-20	-3
51	CC(C)(O)CN(CCCNC(=S)Nc1ccccc1)C(=S)Nc1ccccc1	-1	7	2	3	2	-7
52	C[C@H](NC(=O)Cn1cncn1)c1ccccc1	-2	-24	10	9	-2	-15
53	COc1ccc(CN(CC2CCCO2)S(=O)(=O)c2ccc(C(=O)O)cc2)cc1OC (centres undefined)	13	-11	-10	0	-9	-21
54	O=S(=O)(c1ccc(F)c(F)c1)N1CCN(Cc2ccc3c(c2)OCO3)CC1	6	1	0	4	7	6

item	COUP-TFII inh	Vif imaging	C8 TRAIL sens	NCOA2 inhibitor	NOD2 RIPK2 PPI
49	-37	i	89*	-7	-9
50	-12	-3	4	19	-11
51	-5	5	9	-17	-6
52	-8	u	5	-6	0
53	-2	-2	-10	-18	-3
54	14	10	6	10	-1
